Compound activity as filed in PubChem.
Hsp70 displacement – small molecules displacing fluorescent ligand from Hsp70 – biochemical, fluorescence polarization, primary screen (AID 583); Hsp70 fluorescence polarization probe displacement, mP; higher % means a stronger effect; displacement, % at 20 µM; hits with a dose series show IC50 in µM; actives 0.06% (n = 140,000); in the data active = displacement above about 50%;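 note: plate controls were vehicle for no effect and reference ligand for full effect; a part of the inactive calls stands beside numbers as strong as those of hits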
Rat MKP-3 inhibitors – inhibition of rat DUSP6 enzyme activity – biochemical, in vitro, primary screen (AID 425); actives 0.17% (n = 110,000); inhibition, % at 20 µM, or IC50 in µM where a hit was titrated; recombinant MKP-3 phosphatase activity, fluorescence; higher % means a stronger effect; in the data active = inhibition above about 50%;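 note: plate controls were vehicle for no effect and reference inhibitor for full effect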
Numbers without * were called inactive; nt = no result given; & = joins results of further samples. These rows are one share of the data; rates above refer to the full screens.

Start of the data: the first four entries, to show the layout:
| SMILES | Hsp70 displacement | Rat MKP-3 inhibitors |
| --- | --- | --- |
| CCOC(=O)C(NC(C)=O)(Nc1ccc(F)cc1)C(F)(F)F (stereo not drawn) | -4.2% | -7.0% |
| CCOC(=O)N1CCN(C(=O)C(C)n2nc(C)n3c(cc4sccc43)c2=O)CC1 (stereo not drawn) | 0.4% | -5.9% |
| CCOc1cc(C(=O)NCCOC)ccc1OC | -5.7% | -0.9% |
| O=C(O)CC1Oc2ccc(Cl)cc2NC1=O (stereo not drawn) | 6.4% | 2.8% |

The whole of this part, repeating the preview:
| SMILES | Hsp70 displacement | Rat MKP-3 inhibitors |
| --- | --- | --- |
| CCOC(=O)C(NC(C)=O)(Nc1ccc(F)cc1)C(F)(F)F (stereo not drawn) | -4.2% | -7.0% |
| CCOC(=O)N1CCN(C(=O)C(C)n2nc(C)n3c(cc4sccc43)c2=O)CC1 (stereo not drawn) | 0.4% | -5.9% |
| CCOc1cc(C(=O)NCCOC)ccc1OC | -5.7% | -0.9% |
| O=C(O)CC1Oc2ccc(Cl)cc2NC1=O (stereo not drawn) | 6.4% | 2.8% |
| CSc1nc2ccc(S(=O)(=O)N(C)C)cc2s1 | -0.2% | nt |
| CCN(CC)CCOC(=O)c1ccc(NC(=O)COc2cc(=O)n(CC)c3ccccc23)cc1 | 2.7% | -3.5% |
| CC(CCc1ccccc1)NCC(O)c1ccc(O)c(C(N)=O)c1 (stereo not drawn) | -1.0% | -5.1% |
| Nc1nc(CN2CCOCC2)cs1 | nt | 1.5% |
| COCCCn1c(SCC(=O)N2CCCCC2C)nnc1-c1ccco1 (stereo not drawn) | 0.7% | -0.5% |
| Cc1cccc(C)c1OCc1nnc(SCC(=O)Nc2ccccc2F)o1 | 1.0% | 1.7% |
| COC(=O)N(C)CCCC1(C)C(=O)N(C)c2ccc(O)cc21 (stereo not drawn) | -1.1%&4.5% | 0.5%&1.5% |
| CC(=O)N1CCc2cc(S(=O)(=O)NCCC(=O)Nc3cc(C)cc(C)c3)ccc21 | 1.8% | -0.2% |
| COc1ccc(C2=Nc3ccccc3NC(c3ccc([N+](=O)[O-])cc3)C2)cc1 (stereo not drawn) | 0.2% | 7.4% |
| CCC(C(=O)NCc1ccco1)N(C(=O)CNS(=O)(=O)c1ccc(C)cc1)c1ccccc1OC (stereo not drawn) | -6.1% | -4.8% |
| COc1cccc(C2=CC(c3cccc(OC)c3OC)n3nnnc3N2)c1 (stereo not drawn) | -2.7% | 9.1% |
| O=C(O)c1ccccc1S(=O)(=O)NCC(O)COC1CCCCC1 (stereo not drawn) | -3.0% | 5.1% |
| CCc1c(C)c(C#N)c2nc3ccccc3n2c1N(C)C | -1.9% | -0.9% |
| CCOC(=O)c1ccccc1NC1c2ccccc2C(=O)N1c1ccc(C)cn1 (stereo not drawn) | nt | -10.9% |
| COc1ccc(-c2csc3ncnc(NCCN4CCOCC4)c23)cc1 | 3.2% | -5.0% |
| Cc1nnc(N/N=C/c2ccccc2OCc2ccccc2)[nH]c1=O | -5.5% | 1.8% |

A draw from above in order of count of non-hydrogen atoms, high to low:
| SMILES | Hsp70 displacement | Rat MKP-3 inhibitors |
| --- | --- | --- |
| CCOC(=O)N1CCN(C(=O)C(C)n2nc(C)n3c(cc4sccc43)c2=O)CC1 (stereo not drawn) | 0.4% | -5.9% |
| COc1cccc(C2=CC(c3cccc(OC)c3OC)n3nnnc3N2)c1 (stereo not drawn) | -2.7% | 9.1% |
| O=C(O)CC1Oc2ccc(Cl)cc2NC1=O (stereo not drawn) | 6.4% | 2.8% |

The list goes on.
| SMILES | Hsp70 displacement | Rat MKP-3 inhibitors |
| --- | --- | --- |
| C=CCNC(=O)/C=C/c1ccc(OC)c(OC)c1 | 3.0% | 0.7% |
| CSc1nc(O)c(Cc2ccccc2)c(=O)[nH]1 | 3.5% | -4.2% |
| C/C=C/COC(=O)C1=C(C)NC(=O)NC1c1ccccc1F (stereo not drawn) | 7.1% | -0.1% |
| COC(=O)c1ccccc1NC(=O)c1cc(Br)ccc1OC | 0.4% | -4.0% |
| CCCC(=O)NC(c1ccc(Cl)cc1)c1c(OC(C)=O)ccc2ccccc12 (stereo not drawn) | -1.2% | 1.3% |
| O=C(NC1CCCCC1)N1CCN(c2ccccc2)CC1 | 0.1% | nt |
| Fc1cccc(CN2CCN(Cc3ccco3)CC2)c1 | 1.5% | 2.4% |
| CCCCCOC(=O)c1ccc(OC(=O)c2cncc(Br)c2)cc1 | -0.8% | nt |
| COc1ccc2nc(NC(=S)N(C)C)sc2c1 | 3.6% | nt |
| Cc1ccc(NC(=O)c2cc(C(=O)O)ccc2C(=O)O)c([N+](=O)[O-])c1 | 3.4% | -2.8% |
| O=C(COc1cccc(Cl)c1)NCCc1ccccc1 | 0.5% | 0.0% |
| C=CCOC(=O)C1=C(C)Nc2ncnn2C1c1cc(Br)ccc1F (stereo not drawn) | 3.6% | -6.7% |
| CC1=C(C(=O)OCC2CCCO2)C(c2ccc(O)cc2)NC(=O)N1 (stereo not drawn) | -3.9% | -19.3% |
| COc1ccc(-c2cc(C(F)(F)F)n3nc(C(=O)NCCCn4ccnc4)c(Cl)c3n2)cc1 | 1.3% | -1.6% |
| CCOC(=O)c1c(C)[nH]c(C(=O)COC(=O)CCC(=O)c2ccc3c(c2)OCCO3)c1C | 2.0% | 8.3% |
| CSc1ccc(/C=C2\C(=O)NC(=O)N(c3cc(C)cc(C)c3)C2=O)cc1 | -2.1% | 1.9% |
| O=C1NC(c2ccc(Br)cc2)=N/C1=C/c1ccccc1F | 3.2% | 3.2% |
| Nc1ccc(OCc2ccccc2)cc1 | 8.0% | 2.9% |
| CCOC(=O)Cc1csc(NC(=O)CSc2ncnc3c2cnn3-c2ccccc2Cl)n1 | -5.3% | -4.5% |
| CC(=O)OC1c2ccccc2C(=O)N1c1ccccc1C (stereo not drawn) | -1.8% | -2.5% |
| CCOC(=O)C1CCN(CCC(=O)Nc2cccc(Cl)c2)CC1 | 0.8% | -6.1% |
| C=CCNc1nc(C2(C)CC3(CC(C)(C)OC3=O)C(=O)O2)cs1 (stereo not drawn) | -2.3% | 4.6% |
| COc1ccc(/C(C)=N/NC(=O)c2ccc(CSc3cccc4cccnc34)cc2)cc1OC | 4.8% | nt |
| O=C(NCCCN1CCOCC1)c1ccc(Br)s1 | 0.6% | -4.8% |
| O=C(CN(CCc1ccccc1)C(=O)CNS(=O)(=O)c1ccc(F)cc1)NCC1CCCO1 (stereo not drawn) | -6.2% | 1.6% |
| CNC(=O)c1sccc1-n1cccc1 | -4.1% | nt |
| COc1cccc(-c2nn(C)c3sc(C(=O)NCc4ccc5c(c4)OCO5)cc23)c1 | 0.9% | 5.3% |
| Cc1ccc(S(=O)(=O)c2nc(S(C)(=O)=O)sc2NCC2CCCO2)cc1 (stereo not drawn) | -3.6% | -3.6% |
| CN(CCCNC(=O)c1ccc(/C=N/O)nc1)CCCN(C)Cc1ccccc1 | -1.5% | nt |
| Cc1ccc(C(=O)NCCNC(=O)CN2CCOCC2)cc1 | 1.4% | -2.2% |
| Cc1cc(C)c2c(n1)nn1c(C3CC3)cc(C(F)(F)F)nc21 | -1.9% | -6.6% |
| CCOC(=O)COn1c2c(c3c4no[n+]([O-])c4ccc31)CCCC2 | 5.9% | 9.1% |
| CC1CCC(C(C)C)C(OC(=O)c2ccco2)C1 (stereo not drawn) | 1.3% | 2.0% |
| O=C(NC1CC2CCCC(C1)N2C1CC1)NC12CC3CC(CC(C3)C1)C2 (stereo not drawn) | -1.1% | 3.0% |
| NC(=O)c1c(/N=C/c2cc(Cl)cc(Cl)c2O)sc2c1CCCC2 | 2.2% | 3.8% |
| Cc1cc(Cl)ccc1OCc1nc(-c2cccc([N+](=O)[O-])c2)no1 | 1.8% | 2.1% |
| O=S1(=O)C=C(Sc2nc3cc(Cl)ccc3o2)c2ccccc21 | -5.4% | -7.4% |
| CCOc1cc(C2C(C(=O)OC)=C(C)NC3=C2C(=O)c2ccccc23)ccc1OCc1cccc(F)c1 (stereo not drawn) | -4.4% | -0.7% |
| Cc1cccc(-n2c(C)cc(/C=N/NC(=O)CN3CCOCC3)c2C)c1 | 1.7% | 4.1% |
| CC1C[C@@]2(NC(=O)NC2=O)C(C)CN1C (stereo partly drawn) | -4.5% | -6.2% |

Going on with the list:
Under each structure: Hsp70 displacement | Rat MKP-3 inhibitors
O=S(=O)(N/N=C/c1ccc2ccccc2c1)c1ccc(Cl)cc1
  1.9% | 1.9%
Cc1cccc(-n2c(Cc3cc(=O)[nH]c(=O)[nH]3)nnc2SCC(=O)N2CCCCC2)c1
  -4.1% | -2.2%
COc1ccc(NC(=O)CN(c2ccc(C)cc2)S(=O)(=O)c2c(C)nn(C)c2C)cc1OC
  -2.8% | -7.7%
CCCCNS(=O)(=O)c1ccc2nc(SCC(=O)N3CC(C)OC(C)C3)[nH]c2c1 (stereo not drawn)
  -3.1% | nt
Fc1ccc(OCCOCCOc2ncnc3ccccc23)cc1
  -2.3% | -1.3%
CC1C(=O)CC(c2ccccc2)NC1c1ccccc1 (stereo not drawn)
  -1.7% | nt
CC(C)(C)n1nnnc1C(c1cccc(C#N)c1)N1CCN2CCCC2C1 (stereo not drawn)
  -2.4% | -8.7%
O=C(Nc1ccccc1-c1nc2ccccc2[nH]1)c1ccc(S(=O)(=O)N2CCCCC2)cc1
  3.4% | 2.7%
COc1ccc(CNC(=O)CCS(=O)(=O)c2cccc3nonc23)cc1
  -3.7% | 0.2%
CCCCOc1ccc(C2NC(=O)NC(C)=C2C(=O)OCC)cc1 (stereo not drawn)
  -0.9% | -5.9%
Brc1ccc(C2Nc3cccc4cccc(c34)N2)o1
  7.6% | -4.6%
O=C1NC2C(NC(=O)N2C2CCCCC2)N1C1CCCCC1 (stereo not drawn)
  -5.4% | 2.3%
O=C(Nc1ccccc1)c1ccc2c(c1)OCCO2
  9.2% | nt
CCOc1ccc(C2=Nn3c(nnc3-c3ccccc3)SC2)cc1Cl
  0.3% | 4.1%
CC(C)CCNc1nc2c(c(=O)n(Cc3cccc(F)c3)c(=O)n2C)n1C
  -1.7% | 9.6%
c1ccc2cc(OCCCCN3CCCCC3)ccc2c1
  4.4% | 0.1%
O=C1C2C3C=CC(C3=C(c3ccccc3)c3ccccc3)C2C(=O)N1c1cc(C(F)(F)F)ccc1Cl (stereo not drawn)
  0.2% | 5.2%
Cc1nn(C(=O)CCCC(=O)n2nc(C)c(Cl)c2C)c(C)c1Cl
  4.2% | -0.8%
CC(=O)OC1CCC(OC(C)=O)c2c1n([O-])c(C)c(C)[n+]2=O (stereo not drawn)
  0.2% | 10.5%
CCOC(=O)N1CCC(NC(=O)C2CCN(C(=O)N3CC(C)Oc4ccc(C)cc43)CC2)CC1 (stereo not drawn)
  nt | -3.1%
CC(=O)Nc1cccc(C(=O)/C=C/c2ccc(/C=C/C(=O)c3cccc(NC(C)=O)c3)cc2)c1
  -9.9% | 0.0%
Cc1ccc(S(=O)(=O)c2c(COC(=O)c3ccc(Cl)cc3)c(-c3ccccc3)nn2C)cc1
  0.4% | nt
O=C(Nc1ccccc1S)c1cc2c(ccc3ccccc32)oc1=O
  -2.2% | 2.2%
Cc1ccc(C(=O)Nc2nc3ccc(S(C)(=O)=O)cc3s2)s1
  -6.8% | 5.7%
CCC(C)N1C(=O)C(=O)N(C2CCCCC2)C1=O (stereo not drawn)
  2.2% | 2.8%
S=c1oc(COc2ccc(Cl)cc2Cl)nn1CN1CCCCC1
  4.8% | -1.2%
C/C=C(\C)c1nnc(NC(=O)c2ccco2)s1
  -4.4% | -6.3%
Cc1nc(NC2=NCN(Cc3ccccc3)CN2)nc2ccccc12
  -4.2% | -10.4%
Cc1nc2cc(-c3cccc(F)c3)[nH]n2c(=O)c1C
  -8.1% | 2.0%
CCOc1ccc(NC(=O)c2oc3ccccc3c2NC(=O)C(C)C)cc1
  -0.6% | 5.2%
Cn1c(-c2ccc(Cl)cc2Cl)n[nH]c1=S
  -1.6% | 1.5%
O=C1c2oc3ccc(Cl)cc3c(=O)c2C(c2ccccn2)N1CCCN1CCOCC1 (stereo not drawn)
  -4.0% | -4.4%
CC(=O)c1c(C)nc(C)nc1NC(=O)Cc1ccccc1
  6.4%&-0.9% | -5.7%&4.7%
COc1cc(NC(=O)c2ccccc2)c(Cl)cc1NC(=O)c1cc2ccccc2cc1OC
  5.6% | -1.9%
O=C(O)c1ccc(/C=C2\SC(=S)N(C(Cc3ccccc3)C(=O)O)C2=O)cc1 (stereo not drawn)
  2.0% | -3.7%
Cc1ccc(S(=O)(=O)Nc2ccc(S(=O)(=O)Nc3ncccn3)cc2)cc1
  -2.1% | -9.3%
O=C(Nc1ccc(Cl)cc1)/C(=C\c1ccccc1Cl)NC(=O)c1ccccc1
  -2.4% | 1.3%
CCNC(=O)C1CN(S(=O)(=O)c2ccccc2)CCN1S(=O)(=O)c1ccccc1 (stereo not drawn)
  -2.3% | -21.9%
CCn1c(SCc2ccc(C#N)cc2)nnc1-c1ccc(S(=O)(=O)N2CCCCC2)cc1
  -1.7% | 1.1%
O=C(NC1CCCCC1)O/N=C\c1ccc(Br)cc1
  3.3% | -0.1%
O=C1CCCN1CCNC(=S)Nc1ccccc1
  3.4% | nt
CN(C)S(=O)(=O)N1CCC(CCCC2CCN(S(=O)(=O)N(C)C)CC2)CC1
  nt | 3.3%
CCOC(=O)CSc1nc2ccccc2c(=O)n1CC
  -1.8% | -2.4%
Nc1ccc(Sc2ccccc2[N+](=O)[O-])cc1
  2.0% | 1.0%
O=C(NCCc1nc2ccccc2[nH]1)Nc1ccccc1
  0.7% | -8.6%
C=C(C)CSC1=C(C#N)C(c2ccccc2)CC(=O)N1 (stereo not drawn)
  -8.1% | -11.2%
C/C(N)=C(/C#N)C(=O)CSc1ncnc2ccccc12
  1.3% | -3.0%
COC(=O)c1cc(NC(=O)CC2C(=O)NCCN2C(=O)c2ccc(F)cc2)cc(C(=O)OC)c1 (stereo not drawn)
  2.8% | nt
